ADAM17 inh – inhibitors of human ADAM17; P78536; recombinant ADAM17, EDANS/DABCYL FRET peptide cleavage; inhibition, % at 6.95 µM; 370,000 compounds, 0.83% hits; AID 720648;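 active = inhibition above the mean of compounds lying between control limits plus 3 SD, set per campaign, cut at about 8.5% in these data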;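 also: 0% = DMSO-only wells as the low control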
Tn6 DDE FP – DD(E)-Tn6 binding inhibition, primary FP screen; 370,000 compounds, 0.21% hits; P02675; Fibrin DD(E) TRITC-Tn6 fluorescence polarization displacement; inhibition, % at 8.3 µM;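 active = inhibition above a per-campaign cutoff: mean of compounds within control limits plus 3 SD, cut at about 15% in these data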;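 also: 0% = median of all compound wells on the plate and 100% = blocking peptide control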
ASAP1 GAP inh – blocks human ASAP1-stimulated Arf1 GTP hydrolysis; inhibition, % at 16.5 µM; 360,000 compounds, 0.19% hits; GDP FP detection; Q9ULH1; AID 624377; in the data active = inhibition above about 25%;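 also: 0% = vehicle with enzyme and substrate and 100% = no enzyme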
LEDGF integ inh – blocks HIV-1 LEDGF/p75-dependent DNA integration. TR-FRET IN-LEDGF/p75 DNA integration, Eu/Cy5. inhibition, % at 3.7 µM. 370,000 compounds, 0.64% hits;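 active = inhibition above the screen-wide mean plus 3 SD, cut at about 13% in these data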;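 also: signal is the Cy5 over europium emission ratio at 671 and 618 nm; 0% = plate median of compound wells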
ADAM10 inh – inhibits human ADAM10 | O14672 | recombinant ADAM10, EDANS/DABCYL FRET peptide cleavage, 3 h | inhibition, % at 7 µM | 370,000 compounds, 0.62% hits | AID 720582;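 active = inhibition above a per-campaign cutoff equal to the mean of compounds falling between control-based bounds plus 3 SD, cut at about 20% in these data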;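 also: 0% = DMSO wells while the 100% control is not disclosed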
TDP2 inh – TDP2 (human) inhibition, absorbance primary screen; 370,000 compounds, 0.34% hits; recombinant TDP2, T5PNP hydrolysis, p-nitrophenol absorbance 415 nm; inhibition, % at 12.8 µM; O95551;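 active = inhibition above the mean of all tested compounds plus 3 SD, set per campaign, cut at about 25% in these data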;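 also: 0% = DMSO with enzyme and 100% = buffer with substrate but no TDP2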
Target sequence (O95551 whole entry, looked up): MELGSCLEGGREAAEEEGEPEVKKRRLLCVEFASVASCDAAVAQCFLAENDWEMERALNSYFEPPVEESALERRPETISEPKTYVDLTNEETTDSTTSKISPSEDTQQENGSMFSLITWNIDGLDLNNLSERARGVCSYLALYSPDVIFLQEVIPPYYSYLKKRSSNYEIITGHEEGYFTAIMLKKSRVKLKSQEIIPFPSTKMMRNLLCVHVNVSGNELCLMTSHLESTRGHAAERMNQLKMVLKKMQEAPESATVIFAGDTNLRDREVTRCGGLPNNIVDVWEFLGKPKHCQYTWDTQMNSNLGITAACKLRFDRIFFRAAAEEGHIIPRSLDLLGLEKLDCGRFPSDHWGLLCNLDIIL
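Test system: human TDP2 enzyme; Input: 120 nM TDP2 per well; Buffer or medium: Mg2+-containing Tris-HCl buffer, pH 7.5; Reagent: 5 mM T5PNP; Dosing: 12.8 µM single point, 1% DMSO; Incubation: reaction 2 h, 37 °C; Detection: p-Nitrophenol epi absorbance; Read-out: % inhibition relative to enzyme-containing and enzyme-free wells; Replicates: single well per compound.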
ARFGAP1 inh – inhibitors of rat ARFGAP1 | Q62848 | 360,000 compounds, 0.26% hits | Arfgap1-stimulated ARF1 GTP hydrolysis, GDP FP detection | AID 651572 | inhibition, % at 16.5 µM;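 active = inhibition above a per-plate limit, mean inhibition of low control wells plus 3 SD, cut at about 25% in these data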;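 also: 0% = DMSO wells with enzyme and 100% = wells lacking Arfgap1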
Target sequence (Q62848 1-136 limits assumed): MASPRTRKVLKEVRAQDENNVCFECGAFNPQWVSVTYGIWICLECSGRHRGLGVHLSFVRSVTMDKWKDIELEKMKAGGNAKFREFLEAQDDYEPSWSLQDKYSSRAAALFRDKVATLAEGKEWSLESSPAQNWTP
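System: truncated rat Arfgap1 GAP domain / Benchmarks: high control wells lacking Arfgap1, low control full reaction with DMSO / Times: compound-enzyme preincubation 20 min, reaction 120 min, detection 60 min, 25 °C / Repeats: one replicate per compound / Also added: human ARF1(Δ1-17)-GTP substrate / Measured by: Tracer-displacement fluorescence polarization with EDTA stop, 620/688 nm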
PLCg1 inh – PLC-gamma1 (human) inhibition, primary screen; P19174; purified PLC-gamma1, fluorogenic substrate, fluorescence; inhibition, % at 12.2 µM; 370,000 compounds, 0.84% hits; AID 720700; in the data active = inhibition above about 9.5%
KLK7 zymogen act – activators of human kallikrein-7 zymogen | P49862 | purified proKLK7, EDANS-DABCYL substrate fluorescence; 100% is mature enzyme control, 0% vehicle | activation, % at 7 µM | 370,000 compounds, 0.9% hits;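 active = activation above the mean of all tested compounds plus 3 SD, computed per campaign excluding outliers beyond control limits, cut at about 13% in these data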
Target sequence (P49862 whole entry, looked up): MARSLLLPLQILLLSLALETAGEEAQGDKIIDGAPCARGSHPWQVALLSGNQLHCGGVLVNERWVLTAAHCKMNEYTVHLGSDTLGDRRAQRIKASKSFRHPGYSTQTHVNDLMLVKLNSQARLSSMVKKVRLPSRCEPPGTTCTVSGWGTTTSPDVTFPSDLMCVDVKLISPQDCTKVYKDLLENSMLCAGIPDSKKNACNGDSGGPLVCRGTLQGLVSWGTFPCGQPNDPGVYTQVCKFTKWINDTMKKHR
Tn7 DDE FP – DD(E)-Tn7 binding inhibition, primary FP screen; P02675; FP displacement of FITC-Tn7 peptide from fibrin DD(E); 0% = median of compound wells per plate; inhibition, % at 8.3 µM; 370,000 compounds, 0.13% hits; AID 720508;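 active = inhibition above the mean of compounds falling within the control limits plus 3 SD of them, cut at about 14% in these data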;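 also: 0% = plate median of compound wells and 100% = 10 µM Aha-Tn7 peptide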
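Also added: labelled Tn7 tracer, 0.1 µM; Assay system: human fibrin DD(E) protein; Amount: 2 µM fibrin DD(E); Schedule: 10 min compound pre-incubation, 3 h probe incubation at room temperature; Repeats: one replicate per compound; Read-out basis: percent inhibition; Measured by: fluorescence polarization of the labelled Tn7 tracer.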
An asterisk follows results filed as active. No enrichment for hits; any-hit rate near 4.2%.

Letters: A = ADAM17 inh; B = Tn6 DDE FP; C = ASAP1 GAP inh; D = LEDGF integ inh; E = ADAM10 inh; F = TDP2 inh; G = ARFGAP1 inh; H = PLCg1 inh; I = KLK7 zymogen act; J = Tn7 DDE FP
Structure: COc1cccc(N2CCN(c3ccc4nnc(CCC(=O)Nc5ccccc5OC)n4n3)CC2)c1
  A = -2.1	B = -4.1	C = 8.2	D = 1.0	E = -1.4	F = 17.8	G = 8.3	H = -0.1	I = -0.4	J = -3.2
Structure: Cc1ccc(COn2c(-c3ccc(Cl)cc3Cl)nc3ncccc32)cc1
  A = -3.3	B = -5.0	C = -5.2	D = -0.6	E = -8.5	F = 1.5	G = -5.9	H = -2.0	I = -0.3	J = -6.9
Structure: CC(=O)c1cnc2sccn2c1=O
  A = -11.0	B = 6.7	C = 1.8	D = 5.3	E = -22.9	F = -4.0	G = -8.8	H = 13.6*	I = -0.5	J = 0.7
Structure: Cc1onc(-c2ccccc2)c1C(=O)OCC(=O)Nc1ccccc1
  A = -5.5	B = -2.4	C = 3.8	D = 4.3	E = -3.1	F = -5.6	G = 12.1	H = 1.7	I = -0.3	J = -5.4
Structure: Cc1nc(Cl)sc1C(=O)Nc1ccccc1
  A = -3.1	B = -8.0	C = 2.7	D = -4.3	E = -5.0	F = 3.1	G = 0.1	H = 0.1	I = -0.3	J = 4.4
Structure: O=C(CN1CCCC1)Nc1cc(C(F)(F)F)cc(C(F)(F)F)c1
  A = -0.5	B = 1.9	C = 7.2	D = 3.6	E = 2.5	F = -1.4	G = 2.7	H = -2.7	I = 0.8	J = 1.0
Structure: COc1cc(C(=O)Oc2ccc3c(c2)OCC3=O)cc(OC)c1OC
  A = -0.8	B = 2.5	C = 5.1	D = 1.2	E = 3.0	F = 4.1	G = 8.9	H = -7.9	I = -0.1	J = -0.9
Structure: CCOC(=O)C1=C(C)N=c2s/c(=C\c3ccncc3)c(=O)n2C1c1ccc2c(c1)OCO2 (configuration not stated)
  A = 5.3	B = 1.3	C = -1.9	D = 0.4	E = 3.0	F = -11.7	G = -4.0	H = -15.3	I = -0.3	J = -5.2
Structure: COc1ccc(CCC(=O)Nc2ccc(C)c([N+](=O)[O-])c2)cc1
  A = 6.7	B = -3.6	C = -3.9	D = 3.2	E = 14.6	F = -10.1	G = -0.3	H = 5.2	I = -0.7	J = -10.9
Structure: Cc1cc(NC(=O)C2CCCCC2C(=O)O)ccc1NC(=O)c1ccccc1 (configuration not stated)
  A = 5.3	B = 11.5	C = -1.5	D = 4.1	E = -8.7	F = -13.3	G = -5.9	H = 4.4	I = 0.5	J = -0.6

(listing goes on)
Letters: A = ADAM17 inh; B = Tn6 DDE FP; C = ASAP1 GAP inh; D = LEDGF integ inh; E = ADAM10 inh; F = TDP2 inh; G = ARFGAP1 inh; H = PLCg1 inh; I = KLK7 zymogen act; J = Tn7 DDE FP
Structure: CC(C)N(Cc1ccccc1)C(=O)CCc1ccccc1
  A = 1.5	B = -0.2	C = -5.2	D = 3.7	E = 6.3	F = 0.7	G = 12.9	H = 3.2	I = 0.4	J = -6.8
Structure: O=C(Cn1cc[n+](Cc2ccccc2)c1)c1ccc([N+](=O)[O-])cc1
  A = -0.2	B = 0.2	C = 1.2	D = 2.0	E = 8.2	F = 1.8	G = 9.7	H = 10.6*	I = 0.3	J = -6.9
Structure: O=C(/C=C/c1cccc([N+](=O)[O-])c1)Nc1ccccc1N1CCOCC1
  A = -1.1	B = 2.1	C = 2.2	D = 0.1	E = -5.3	F = 2.1	G = 3.5	H = 2.4	I = 0.2	J = -0.1
Structure: CCOC(=O)N1CCN(CC(=O)NC(=O)Nc2ccc3c(c2)OCCO3)CC1
  A = 2.3	B = 2.8	C = 3.9	D = -2.5	E = -10.5	F = -8.4	G = 1.9	H = 1.4	I = -0.1	J = -2.7
Structure: Cc1ccc(NS(=O)(=O)c2cccc([N+](=O)[O-])c2)nc1
  A = -2.7	B = -3.0	C = -7.6	D = -0.4	E = -3.3	F = 6.7	G = 12.4	H = 1.2	I = 0.5	J = -5.0
Structure: CCC(C(=O)OC(C)C(=O)Nc1ccc(Cl)cn1)c1ccccc1 (configuration not stated)
  A = -1.7	B = -3.1	C = -4.4	D = -1.1	E = -6.8	F = -6.9	G = -1.4	H = 2.8	I = -0.3	J = -4.6
Structure: Nc1nc(-c2ccccc2)nc2nonc12
  A = -24.2	B = -0.1	C = -1.3	D = -1.2	E = -90.8	F = 11.6	G = -1.8	H = -51.8	I = 2.3	J = -0.8
Structure: CC(=O)c1c(C)[nH]c(C(=O)OCC(=O)N(C)C)c1C
  A = -3.8	B = 1.3	C = -11.5	D = -5.0	E = -5.5	F = 9.9	G = 5.7	H = -0.1	I = -0.1	J = 0.6
Structure: COC(=O)c1c(NC(=O)c2c(OC)cccc2OC)sc2c1C(C(=O)OC)CC2 (configuration not stated)
  A = -4.1	B = -4.8	C = -0.8	D = -1.3	E = -14.6	F = 5.2	G = 8.2	H = -129.7	I = 0.6	J = 5.2
Structure: CCCCn1c(=O)cc(C)n(-c2ccccc2)c1=O
  A = 5.2	B = -2.9	C = -1.4	D = -0.6	E = -0.7	F = 2.7	G = 0.1	H = 4.4	I = 0.1	J = -1.0
Structure: O=[N+]([O-])c1cc(S(=O)(=O)N2CCCC2)ccc1O
  A = 1.6	B = 6.7	C = -4.7	D = -3.6	E = 7.7	F = -5.2	G = -11.4	H = 0.7	I = -0.6	J = 9.7
Structure: COC(=O)c1sccc1-n1cccc1C(=O)C(=O)N1CC(C)OC(C)C1 (configuration not stated)
  A = 0.0	B = -2.5	C = -4.6	D = 4.4	E = 0.8	F = -10.9	G = 4.5	H = 2.9	I = -0.3	J = -3.7

Ordered by length of the SMILES (lowest first): some entries from above
Letters: A = ADAM17 inh; B = Tn6 DDE FP; C = ASAP1 GAP inh; D = LEDGF integ inh; E = ADAM10 inh; F = TDP2 inh; G = ARFGAP1 inh; H = PLCg1 inh; I = KLK7 zymogen act; J = Tn7 DDE FP
Structure: Cc1onc(-c2ccccc2)c1C(=O)OCC(=O)Nc1ccccc1
  A = -5.5	B = -2.4	C = 3.8	D = 4.3	E = -3.1	F = -5.6	G = 12.1	H = 1.7	I = -0.3	J = -5.4
Structure: COc1cc(C(=O)Oc2ccc3c(c2)OCC3=O)cc(OC)c1OC
  A = -0.8	B = 2.5	C = 5.1	D = 1.2	E = 3.0	F = 4.1	G = 8.9	H = -7.9	I = -0.1	J = -0.9
Structure: O=C(CN1CCCC1)Nc1cc(C(F)(F)F)cc(C(F)(F)F)c1
  A = -0.5	B = 1.9	C = 7.2	D = 3.6	E = 2.5	F = -1.4	G = 2.7	H = -2.7	I = 0.8	J = 1.0
Structure: COC(=O)c1c(NC(=O)c2c(OC)cccc2OC)sc2c1C(C(=O)OC)CC2 (configuration not stated)
  A = -4.1	B = -4.8	C = -0.8	D = -1.3	E = -14.6	F = 5.2	G = 8.2	H = -129.7	I = 0.6	J = 5.2
